Bioassay records as filed in PubChem.
ROC1-CUL1 inh – inhibitors of human ROC1-CUL1 ubiquitin ligase activity | E3 ubiquitin-protein ligase RBX1 (Homo sapiens) + Cullin-1 (Homo sapiens), P62877+Q13616 | in vitro K48 di-Ub FRET, acceptor:donor ratio, 45 min | inhibition, % at 10 µM | actives 0.6% (n = 140,000) | AID 1347404, 2020; in the data active = inhibition above about 25%
Target sequence (P62877 whole entry, looked up): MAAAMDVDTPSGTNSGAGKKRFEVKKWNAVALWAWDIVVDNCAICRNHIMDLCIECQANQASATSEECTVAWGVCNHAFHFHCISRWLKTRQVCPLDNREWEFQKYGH
Target sequence (Q13616 whole entry, looked up): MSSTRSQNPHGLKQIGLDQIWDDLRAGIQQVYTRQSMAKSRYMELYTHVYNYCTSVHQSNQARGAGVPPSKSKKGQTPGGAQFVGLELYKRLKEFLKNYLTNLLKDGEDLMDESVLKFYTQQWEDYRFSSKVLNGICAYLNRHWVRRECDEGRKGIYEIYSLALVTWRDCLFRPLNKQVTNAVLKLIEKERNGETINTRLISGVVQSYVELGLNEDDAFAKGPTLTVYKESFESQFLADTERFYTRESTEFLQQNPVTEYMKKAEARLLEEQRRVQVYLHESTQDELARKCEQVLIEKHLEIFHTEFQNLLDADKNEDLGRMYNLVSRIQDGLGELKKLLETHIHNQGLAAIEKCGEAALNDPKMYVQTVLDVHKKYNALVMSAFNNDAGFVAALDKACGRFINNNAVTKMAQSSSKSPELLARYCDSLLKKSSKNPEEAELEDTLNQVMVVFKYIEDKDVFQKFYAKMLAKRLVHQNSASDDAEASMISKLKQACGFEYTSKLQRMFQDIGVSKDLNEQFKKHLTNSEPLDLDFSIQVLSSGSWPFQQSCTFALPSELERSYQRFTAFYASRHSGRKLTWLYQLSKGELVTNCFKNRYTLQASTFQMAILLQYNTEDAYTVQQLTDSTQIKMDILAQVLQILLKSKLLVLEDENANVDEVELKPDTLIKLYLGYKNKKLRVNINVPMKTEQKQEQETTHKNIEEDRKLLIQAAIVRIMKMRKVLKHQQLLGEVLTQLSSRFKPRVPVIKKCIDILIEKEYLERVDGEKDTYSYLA
* marks the source's active call; other numbers are inactive results. Not all compounds are listed (hit frequency here may not be typical).

SMILES	ROC1-CUL1 inh
COc1ccccc1CNC(=O)CCn1nc(C)c2c(C)n(-c3ccccc3)nc2c1=O	-2.9
Cc1nc(SCC(=O)NC23CC4CC(CC(C4)C2)C3)c2cc(-c3ccccc3)sc2n1	13.9
CNC(=O)CCSc1ccc(C)cc1	6.9
CSc1ccc(S(=O)(=O)N2CCC(C(=O)NC(C)C)CC2)cc1	2.6
C=CC[C@@H]1CC=C[C@@H](C)N1C(=O)CC1(c2ccccc2OC)CC(=O)N(CCCOC)C1=O (stereo not given in full)	17.9
CCCc1nn2c(=O)cc(COC(=O)c3ccc(NC(=O)COc4ccccc4)cc3)nc2s1	-6.2
CCOC(=O)c1c(-c2ccccc2)c(C(=O)c2ccc(Cl)cc2)n2ccccc12	0.7
Cc1cc(Br)ccc1NC(=O)CSc1c2c(nc3ccccc13)CCC2	-1.5
O=C(c1cn(Cc2ccccc2F)nn1)N1CCOCC1	-4.3
CN1C(=O)CC(C(=O)Nc2ccc(C(=O)O)cc2)SC1=Nc1ccc(Cl)cc1 (stereo not given)	6.6
COc1ccc(N2CCN(C(=O)Cn3nnnc3CN3CCC(C)CC3)CC2)cc1	-2.8
COC(=O)c1ccccc1NC(=O)CSC1=NC(=O)CC(=N)N1c1ccccc1	0.7
CCOc1ccc(C(=O)N2CCN(c3cccc(Cl)c3)CC2)cc1	1.3
O=C(Nc1ccc(S(=O)(=O)Nc2cnc3ccccc3n2)cc1)c1cccnc1	3.9
Cc1ccc(C)c(NC(=O)Cn2c(=O)n(CC3CCCO3)c(=O)c3ccccc32)c1 (stereo not given)	-0.5
COc1ccc2ccccc2c1/C=N/Nc1ccc([N+](=O)[O-])cc1	0.0
COc1ccc2oc(=O)cc(CN3CCN(C(=O)c4ccccc4F)CC3)c2c1	-1.6
O=S(Cc1ccc(Oc2ccccc2)cc1)CC(O)CO (stereo not given)	8.4
CSc1nnc(CSc2cc(C)nc(N(C)C)n2)o1	0.6
Cc1cnc(C)c(N(C)NC(=S)Nc2ccccc2)n1	-3.8
Cc1nn(C)cc1CN(C)C(=O)c1nn2c(C(F)(F)F)cc(-c3cccs3)nc2c1Br	-4.8
Cc1nn(CCCC(=O)Nc2cccc(C(F)(F)F)c2)c(=O)c2nn(-c3ccccc3)c(C)c12	5.7
CCOC(=O)c1c(C)[nH]c(CCC(=O)NCc2ccc(N(C)C)cc2)c1C	-2.7
O=S(=O)(Cc1ccc(F)cc1)N1CCCCCC1	0.2
Cc1ccc(N=C2CC(c3ccccc3F)N(c3ccc(C)cc3)C2=O)cc1 (stereo not given)	-1.8

4 of the compounds above, with bars between the fields:
molecule | ROC1-CUL1 inh
CSc1ccc(S(=O)(=O)N2CCC(C(=O)NC(C)C)CC2)cc1 | 2.6
CN1C(=O)CC(C(=O)Nc2ccc(C(=O)O)cc2)SC1=Nc1ccc(Cl)cc1 (stereo not given) | 6.6
Cc1nn(C)cc1CN(C)C(=O)c1nn2c(C(F)(F)F)cc(-c3cccs3)nc2c1Br | -4.8
CNC(=O)CCSc1ccc(C)cc1 | 6.9

Sorted by value in ROC1-CUL1 inh (high to low): some entries from above.
SMILES	ROC1-CUL1 inh
O=S(=O)(Cc1ccc(F)cc1)N1CCCCCC1	0.2
COc1ccccc1CNC(=O)CCn1nc(C)c2c(C)n(-c3ccccc3)nc2c1=O	-2.9
O=C(c1cn(Cc2ccccc2F)nn1)N1CCOCC1	-4.3

Back to the main list, repeating the six entries before the break.
SMILES	ROC1-CUL1 inh
Cc1cnc(C)c(N(C)NC(=S)Nc2ccccc2)n1	-3.8
Cc1nn(C)cc1CN(C)C(=O)c1nn2c(C(F)(F)F)cc(-c3cccs3)nc2c1Br	-4.8
Cc1nn(CCCC(=O)Nc2cccc(C(F)(F)F)c2)c(=O)c2nn(-c3ccccc3)c(C)c12	5.7
CCOC(=O)c1c(C)[nH]c(CCC(=O)NCc2ccc(N(C)C)cc2)c1C	-2.7
O=S(=O)(Cc1ccc(F)cc1)N1CCCCCC1	0.2
Cc1ccc(N=C2CC(c3ccccc3F)N(c3ccc(C)cc3)C2=O)cc1 (stereo not given)	-1.8
O=C(Nc1ccc(N2CCCCC2)c(Cl)c1)c1cccc(Cl)c1	-3.4
Cc1nnc2sc(-c3cccnc3)nn12	-4.3
CC1(C)CC(NC(=O)C2CCCC2)CC(C)(CNC(=O)C2CCCC2)C1 (stereo not given)	0.0
COc1ccc(-c2ccc(C#N)c(SCC(=O)Nc3sc4c(c3C#N)CCCC4)n2)cc1OC	5.0
Brc1ccc2[nH]ncc2c1	-0.4
NC(=O)CSc1nc2ccccc2n1Cc1ccccc1	-1.1
O=C1CCC2(CCC(=O)NC2=O)C(=O)N1	-6.6
COc1ccccc1C1CN(CC(=O)NC(CCn2ccnc2)c2ccccc2)Cc2ccccc2O1 (stereo not given)	2.0
Cc1cc(NC(=O)c2ccc3c(c2)c(C)c(C)n3Cc2ccccc2)no1	1.9
Cn1c(=O)c2c(-c3ccccc3Cl)ccnc2n(C)c1=O	5.3
Cc1c(Cl)cccc1NC(=O)N1CCN(C(=O)c2nsc3ccccc23)CC1	-1.8
O=C(N/N=C/c1ccncc1)c1ccc(CSCc2ccccc2)cc1	6.6
COc1ccccc1N1C(=O)c2cccc3c(C(=O)O)ccc(c23)C1=O	-9.9
C/C=C/Cn1c(=O)c2c(nc3n(CCN4CCOCC4)c(C)cn23)n(C)c1=O	2.2
CCOc1ccc(NC(=O)c2ncn(-c3ccccc3)n2)cc1	-3.4
Cc1cc(=O)[nH]c(-c2ccc(CN(C)Cc3n[nH]c4c3CCCCC4)cc2)n1	-7.4
CC1=NN(CCC(C)C)c2nc3c(c(=O)n(C)c(=O)n3C)n2C1	5.3
O=C1CS(=O)(=O)C2(C(=O)N(Cc3cccc(F)c3)c3ccccc32)N1c1ccccc1 (stereo not given)	-9.4
COc1cc(C2C3=C(CCCC3=O)N(c3ccccc3C(F)(F)F)C(=N)C2C(=O)c2ccc(C)cc2)cc(OC)c1OC (stereo not given)	-2.0
COc1ccccc1OS(=O)(=O)c1ccccc1C	5.9
CCOc1nc(Br)cc2ccccc12	4.8
CC(=O)N1CCN(c2csc3ccc(Cl)cc3c2=O)CC1	-3.8
O=C(NC(Nc1ccccc1)C(Cl)(Cl)Cl)c1ccc([N+](=O)[O-])cc1 (stereo not given)	-1.6
O=C1c2ccccc2C2=Nc3ccccc3Sc3cccc1c32	0.6
COc1ccc(CNC(=O)CS(=O)Cc2nc(-c3cccc(C)c3)oc2C)cc1 (stereo not given)	1.1
Next part.
SMILES	ROC1-CUL1 inh
Cc1ccc(NC(=O)/C=C/c2cccs2)c(NC(=O)/C=C/c2cccs2)c1	-0.6
O=C(/C=C/c1ccc2c(c1)OCO2)n1cccn1	0.8
Cc1ccccc1CCN1CCCC(CN(C)C(=O)CCc2ccccn2)C1 (stereo not given)	-4.5
COc1cccc(C(=O)N2CCC(C(Cc3ccccc3F)N(C)C(=O)c3ccoc3C)CC2)c1 (stereo not given)	3.3
O=C(COC(=O)C1C=CCCC1)c1ccc(Cl)cc1 (stereo not given)	-4.7
CC(NC(=O)CSC1=NCCS1)c1ccccc1 (stereo not given)	6.5
CCOC(=O)c1ccc(Nc2nc(N)c3cc(OC)c(OC)cc3n2)cc1	-1.7
CCOCCCn1c(=N)c(S(=O)(=O)c2ccccc2)cc2c(=O)n3cc(C)ccc3nc21	-9.5
Cc1ccc(C)c(Oc2coc3cc(OC(=O)c4ccco4)ccc3c2=O)c1	-7.4
CCCc1cc(CN(C)C(=O)Cn2nnnc2CN2CCC(C)CC2)[nH]n1	-4.2
COc1ccc(C(=O)NCCn2cc(SCc3cccc(F)c3)c3ccccc32)cc1OC	-7.3
CC(=O)N1CCC(NCc2cccnc2Oc2ccccc2)CC1	7.4
FC(F)Oc1ccc(NC(=S)c2c(-c3ccc(Cl)cc3)c3c4n(c(-c5ccccc5)cn24)CCCC3)cc1	0.3
Cc1cccc2sc(N(Cc3cccnc3)C(=O)C3CCCCC3)nc12	2.9
CC(O)CP(=O)(c1ccccc1)c1ccccc1 (stereo not given)	5.2
COc1ccc(C(=O)NC(NC(=O)c2ccc(OC)cc2)c2ccc(F)cc2)cc1	-15.3
CCOC(=O)C1CCCN(C(=O)c2cc(NC(=O)COC)cc3ncn(Cc4ccc(F)cc4)c23)C1 (stereo not given)	0.5
Cc1cccc(N2CC(C(=O)OCC(=O)c3ccc(Br)cc3)CC2=O)c1C (stereo not given)	-5.5
Cc1ccc(-c2csc(N/N=C/c3ccc(Cl)cc3)n2)cc1	8.0
Cc1ccc(C(=O)NNc2ccccc2[N+](=O)[O-])cc1	-4.8
c1ccc(CN2CSC(COc3cccc4ccccc34)C2)cc1 (stereo not given)	0.3
COc1cc(/C=C2\N=C(c3ccccc3)OC2=O)cc(Br)c1OS(=O)(=O)c1ccc(C)cc1	0.1
O=C(O)c1ncn(Cc2ccccc2)c1C(=O)O	11.4
COc1cc(C2c3c(oc4ccc(F)cc4c3=O)C(=O)N2Cc2ccc3c(c2)OCO3)ccc1O (stereo not given)	-1.0
CC1=NN(c2ccc(C)c(C)c2)C(=O)C1C=Nc1ccc(N=CC2C(=O)N(c3ccc(C)c(C)c3)N=C2C)cc1 (stereo not given)	1.8
Following part:
SMILES	ROC1-CUL1 inh
Nn1c(SCC(=O)c2ccc(Cl)cc2)nc2sc(-c3ccccc3)cc2c1=O	-5.7
O=C(O)c1cc(-c2ccc3c4c(cccc24)CC3)nc2ccc(Br)cc12	7.3
Clc1ccccc1CNCCCSc1nnnn1-c1ccccc1	-9.0
Nc1c(C(=O)N2c3ccccc3Sc3ccc(Cl)cc32)sc2nc3c(cc12)CCCC3	3.3
COc1ccc(OC)c(C(C)NC(=O)C2CCN(C(C)=O)CC2)c1 (stereo not given)	-0.1
COC(=O)c1ccc(Oc2ncccc2N)cc1	-3.0
COc1cc(OC)c(CN2CCOc3ccc(C(O)CCc4ccccc4)cc3C2)c(OC)c1 (stereo not given)	7.5
CCOC(=O)C1CCN(C(=O)Cn2ncc3c([nH]c4ccccc43)c2=O)CC1	-2.0
COc1cc2c(cc1OC)Sc1ccc(Cl)cc1C=C2	-0.3
CC1=NN(c2ccccc2)C(=O)/C1=C\C1=Nc2ccccc2C1	11.1
CCOCC(=O)Nc1cc(C(F)(F)F)ccc1OCC(F)(F)F	4.9
COCc1nc2cc(NC(=O)Cc3ccccc3)cc(C(=O)NC(C)Cc3cccnc3)c2n1C (stereo not given)	0.9
Cn1cc(/C=N\O)nc2c(=O)n(-c3ccccc3)c(=O)nc1-2	9.5
O=S(=O)(c1ccc(Br)cc1)c1nc(-c2ccco2)oc1SCc1ccccc1F	-0.9
Cc1ccc(-c2nc(CS(=O)(=O)CC(=O)Nc3ccc(Br)cc3F)c(C)o2)cc1	0.2
Cc1ccc(Cl)cc1N1CCN(c2nc3ccc(C(=O)c4ccccc4)cc3n3cnnc23)CC1	1.9
CCN(CCCCCCN1C(=O)c2ccccc2C1=O)c1ccc2c(c1)C(=O)N(C)C2=O	2.7
S=c1[nH]nc(Cc2ccccc2)n1C12CC3CC(CC(C3)C1)C2	2.7
CCn1c(SCC(=O)NCc2ccc(OC)cc2)nnc1-c1ccncc1	-7.2
Cc1ccc(Cn2c(=N)c(S(=O)(=O)c3ccc(C)cc3)cc3c(=O)n4ccccc4nc32)cc1	-9.4
CCn1nc(C)c(C2NC(=O)c3ccccc3N2)c1C (stereo not given)	1.0
COc1ccc(C(=O)NC2CCCN(C3CCCCCC3)C2)o1 (stereo not given)	4.2
C/C(Cl)=N/OC(=O)Nc1cccc(F)c1	3.1
CC(CN1CCCC1)OC(=O)c1ccccc1Cl (stereo not given)	-6.3
CC(C)(C)Cc1nnc(NS(C)(=O)=O)s1	3.1
Carrying on.
SMILES	ROC1-CUL1 inh
CCc1c(C)sc(NC(=O)OC)c1C(N)=O	-4.4
CCC(C)(C)C1CCc2c(sc(NC(=O)C34CC5CC(CC(C5)C3)C4)c2C#N)C1 (stereo not given)	4.6
O=C(Nc1cccnc1)C1C2CCC=CCC/C=C/CCC21 (stereo not given)	-6.2
Cc1ccc(O)c(NC(=O)c2cc(-c3ccc4c(c3)OCO4)on2)c1	-0.8
c1ccc(Sc2ccccc2CN2CCCC2)cc1	2.7
Cc1ccc(C)c(NC(=O)Cn2c(=O)ccc3cc(S(=O)(=O)N4CCCC4)ccc32)c1	4.8
Cc1cc(C)cc(NC(=O)C2(c3cccs3)CCOCC2)c1	-12.0
O=C(c1ccccc1)c1c(-c2ccccc2)ssc1=O	3.0
O=c1cc(Oc2cccc(Cl)c2)c2ccccc2o1	4.1
CCOc1ccc(CCNC(=O)CCCn2c(=O)c3cccn3c3cccnc32)cc1OCC	6.9
O=C(CN1C(=O)c2ccccc2C1=O)Nc1nccs1	5.4
O=C1N(c2ccccc2)C[C@@H]2C[C@@H](c3ccc(C#CCCO)cc3)N3CCC[C@@]123	-1.2
CCC(C)(C)NC(=O)C1CCN(S(=O)(=O)c2c(C)noc2/C=C/c2ccc(C)cc2)CC1	-2.5
CC(C)(C)NC(=O)NC1CCCc2nc(-c3cccnc3)ncc21 (stereo not given)	-5.6
O=c1c2cnc3nc(C(F)(F)F)nn3c2ccn1Cc1ccccn1	-4.9
CC(C)CCN1CCN(C2CCCCC2)CC1CCO (stereo not given)	-2.1
CC(C)(C)C1CCc2c(sc(NC(=O)C34CC5CC(CC(C5)C3)C4)c2C#N)C1 (stereo not given)	4.4
O=C(Nc1cccc(F)c1)C1CCN(c2nc3ccccc3nc2C(F)(F)F)CC1	1.3
CC(=O)c1ccc(NC(=O)c2cc(C)nn2-c2ccccc2)cc1	-9.3
COc1ccc(CN2C[C@@H]3C[C@@H](c4cccn4-c4cccnc4)N4CCC[C@@]34C2=O)cc1	1.2
CC(C)(C)c1nc(N)c(N)c(N)n1	2.6
